Screening results (PubChem)
M17LAP inhibition – P. falciparum M17LAP inhibitors, primary screen, biochemical, fluorogenic H-Leu-NHMec substrate, 1536-well (AID 1619). recombinant M17LAP, H-Leu-NHMec fluorogenic kinetic assay; higher % means a stronger effect. inhibition, % at 30 µM; hits with a dose series show IC50 in µM. 0.38% of 220,000 active;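 active = compound inhibiting the enzyme by more than half at any dose during confirmatory dose-response retesting; inconclusive = strong single-dose inhibitors picked by rank but not retested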;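 note: plate controls were full reaction with DMSO carrier for no effect and no enzyme background for full effect; strong numbers were not always called active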
T cell HTS – T cell immune modulators affecting CD8 T cell-vesicle binding; 0.068% of 330,000 active; 2C CD8+ T cell-vesicle binding, flow cytometry; stronger effect = lower value; calls only at 7 µM;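 active = response, share of CD8 T cells binding vesicles, and their 90th percentile fluorescence all below set limits, cut at about 80% in these data, passing the limit was not always enough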
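System: murine 2C transgenic CD8+ T lymphocytes; also added: QL9-loaded Drosophila micro-vesicles; times: binding 1.5 h at 37 °C; measured by: flow cytometry, PE anti-B7-1 (FL2) versus Alexa647 anti-CD8 (FL8), PFA-fixed; control set: Peptide-free naked vesicles (low) and QL9 vesicles with 0.7% DMSO vehicle (high)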
WT yeast gro inh – growth inhibition of WT yeast, mitochondrial fusion screen; mitochondrial fusion phenotypic screen, WT strain; 2.1% of 190,000 active; inhibition, % at 10 µM; in the data active = inhibition above about 58%; tested in S. cerevisiae
Dynein transport – dynein cargo transport inhibition; 3617.4 mouse cells, GR-EGFP nuclear translocation imaging; test concentration mostly 20 µM; stimulated with dexamethasone, 1 µM; stronger effect = lower value; z-score, hits read low; 0.47% of 220,000 active; AID 1381;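 active = plate z-score of nuclear minus cytoplasmic receptor signal below a set negative limit, without overly bright fluorescence or cell loss, cut at about -3.5 in these data, passing the limit was not always enough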;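 note: z-score of nuclear minus cytoplasmic ring GR-EGFP intensity difference per well; some compounds called inactive have numbers as strong as hits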
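Buffer or medium – tet-free medium with charcoal-stripped serum · Signal – automated 10x imaging of fixed Hoechst-stained cells · Also added – dexamethasone agonist, 1.0 µM final, for 30 min · Incubation – induction 48 h, compound 1 h, agonist 30 min · Read-out – GR-EGFP nuclear translocation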
MT stabilize HCS – microtubule stabilizers in HeLa cells | % tubulin-high responders, % at 10 µM | 0.83% of 200,000 active | AID 2205 | HeLa tubulin immunostaining HCS, 24 h; share of cells brighter than vehicle mean+2SD;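 active = plate Z-score above 3 for both tubulin-high and condensed-nucleus cell shares, with cell loss under 80%, at 10 µM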;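 note: anti alpha tubulin signal scored within the nucleus-defined area of each cell; some results filed as inactive read as strong as hits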
P. falciparum M1AAP – P. falciparum M1AAP inhibitors, biochemical, fluorogenic H-Leu-NHMec substrate, 1536-well (AID 1445). 0.42% of 220,000 active. recombinant M1AAP, H-Leu-NHMec fluorogenic kinetic assay; higher % means a stronger effect. one-dose inhibition, % at 30 µM; IC50 in µM for titrated hits;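 active = primary inhibition above the hit cutoff, then over 50% inhibition at one or more dose response concentrations, cut at about 23% in these data, passing the limit was not always enough; inconclusive = conflicting primary data, or primary hits not chosen for dose response; inactive = low primary inhibition, or under 50% at every dose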;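 note: plate controls were DMSO full reaction for no effect and no enzyme background for full effect; strong numbers were not always called active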
Autophagy HCS – modulators of autophagy. MEF GFP-LC3 puncta imaging; test concentration mostly 10 µM. 0.98% of 190,000 active. AID 463193. calls only at 10 µM (by protocol);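 active = percentage of spot-positive cells more than 3 SD above its plate mean, without a fluorescence outlier flag or 80% toxicity; inconclusive = no clear call, values can overlap the other calls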;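 note: spot-positive cell cutoff set from DMSO-treated cells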
Yfh1-depleted yeast – mitochondrial function rescue without frataxin homolog – Friedreich's ataxia, plus single-dose screen, dose response (AID 1465); S. cerevisiae Yfh1-off respiration, WST-1 reduction, 72 h; higher fold induction means a stronger effect; one-dose fold induction at 50 µM; EC50 in µM for titrated hits; 0.074% of 220,000 active;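 active = fold induction of absorbance versus untreated yeast above a set limit, then at least 30% activation at any dose in follow-up; inconclusive = repeats straddling the limit, or above it without dose testing; inactive = fold induction below the set limit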;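 note: activators that raise dye reduction in frataxin-depleted yeast; strong numbers were not always called active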
b-catenin transl – beta-catenin nuclear translocation modulation | HeLa beta-catenin nuclear translocation, immunofluorescence imaging | nuclear translocation activity, % at 5 µM | 0.3% of 190,000 active;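 active = nuclear translocation activity above 50% at 5 µM, with a well cell count of 50 or more; inconclusive = wells under 50 cells across six images, flagged as toxic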;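 note: per-cell ratio of nuclear to cytoplasmic median beta-catenin stain intensity; plate controls were DMSO negative control for no effect and GSK-3 inhibitor IX positive control for full effect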
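Test system: human HeLa cells, endogenous beta-catenin. Times: 24 h compound exposure, 37°C. Measured by: beta-catenin immunofluorescence imaging with DAPI.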
WT yeast gro inh mutant strain – also measured in WT yeast gro inh; calls as there; inhibition, %; mitochondrial fusion phenotypic screen, mutant strain inhibition
Dynein transport cytoplasmic EGFP – second read-out of Dynein transport, no call of its own (marks repeat the call); z-score; measured here: cytoplasmic GR-EGFP intensity; stronger effect = higher value
Dynein transport nuclear GR-EGFP – also measured in Dynein transport; calls as there; z-score; measured here: nuclear GR-EGFP intensity;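 lower value marks the stronger effect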
Dynein transport cell count – also measured in Dynein transport; calls as there; z-score; measured here: cell count per field
b-catenin transl cell count 5 µM – second read-out of b-catenin transl, no call of its own (marks repeat the call); cell count; measured here: cell count, cytotoxicity flag
T cell HTS vesicle-bound % – also measured in T cell HTS; calls as there; double positive events, %; measured here: CD8+ vesicle-bound cell fraction;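 binding gate set so that unloaded-vesicle control wells show 10% double positive cells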
MT stabilize HCS Hoechst-high % – also measured in MT stabilize HCS; calls as there; % Hoechst-high responders; measured here: nuclear condensation Hoechst responders;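 share of cells brighter than vehicle mean plus two SD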
MT stabilize HCS cytotoxicity % – second read-out of MT stabilize HCS, no call of its own (marks repeat the call); toxicity, %; measured here: cytotoxicity by cell density;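 0% = mean cell density of plate MIN control wells and 100% = no cells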
Autophagy HCS cell loss 18 h – recorded beside Autophagy HCS, whose call it bears; toxicity, %; measured here: cell loss, nuclei count;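 cell loss after 18 h compound exposure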
Starred values were filed as active, the others as inactive; i = inactive; ? = inconclusive; · = not tested or not shown; & = joins results of further samples.

Sample of the layout, 6 compounds:
SMILES	M17LAP inhibition	T cell HTS	T cell HTS vesicle-bound %	WT yeast gro inh	WT yeast gro inh mutant strain	Dynein transport	Dynein transport cytoplasmic EGFP	Dynein transport nuclear GR-EGFP	Dynein transport cell count	MT stabilize HCS	MT stabilize HCS Hoechst-high %	MT stabilize HCS cytotoxicity %	P. falciparum M1AAP	Autophagy HCS	Autophagy HCS cell loss 18 h	Yfh1-depleted yeast	b-catenin transl	b-catenin transl cell count 5 µM
CCOc1ccc(C(=O)C[n+]2ccccc2C)cc1	-9%	i	52	-2	0	-0.22	-0.21	-0.24	-0.021	3.8	2.1	7.0	3%	i	7	i	0.4	1091
COc1ccc(CNn2c(-c3ccccc3F)nc3ccccc3c2=O)cc1OC	13%	i	41	-19	13	-0.3	-0.14	-0.2	0.6	5.5	3.2	9.4	1%	i	-3	i	0.4	1072
COc1ccc(NS(=O)(=O)c2cc(NC(=O)c3ccco3)ccc2N2CCCC2)cc1	-4%	i	3	22	-5	-0.71	-0.26	-0.34	-0.19	15*	32*	57*	3%	i	7	i	2.0	1037
COc1ccc(NC(=O)CN2CCCCC2)c([N+](=O)[O-])c1	-1%	·	·	8	4	-1.1	-0.15	-0.76	0.76	2.4	1.3	5.4	0%	i	12	i	-2.6	1092
Nc1c(S(=O)(=O)c2ccccc2)c2nc3ccccc3nc2n1/N=C/c1ccco1	-39%	i	44	2	5	0.04	-0.32	-0.12	0.6	4.4	2.5	3.3	14%	i	2	i	2.9	1415
COc1ccc(-c2nnc3ccc(SCC(=O)N4CCCCCC4)nn23)cc1OC	·	i	41	5	6	·	·	·	·	·	·	·	·	·	·	i	-1.0	1104

The listing, previewed entries included:
SMILES	M17LAP inhibition	T cell HTS	T cell HTS vesicle-bound %	WT yeast gro inh	WT yeast gro inh mutant strain	Dynein transport	Dynein transport cytoplasmic EGFP	Dynein transport nuclear GR-EGFP	Dynein transport cell count	MT stabilize HCS	MT stabilize HCS Hoechst-high %	MT stabilize HCS cytotoxicity %	P. falciparum M1AAP	Autophagy HCS	Autophagy HCS cell loss 18 h	Yfh1-depleted yeast	b-catenin transl	b-catenin transl cell count 5 µM
CCOc1ccc(C(=O)C[n+]2ccccc2C)cc1	-9%	i	52	-2	0	-0.22	-0.21	-0.24	-0.021	3.8	2.1	7.0	3%	i	7	i	0.4	1091
COc1ccc(CNn2c(-c3ccccc3F)nc3ccccc3c2=O)cc1OC	13%	i	41	-19	13	-0.3	-0.14	-0.2	0.6	5.5	3.2	9.4	1%	i	-3	i	0.4	1072
COc1ccc(NS(=O)(=O)c2cc(NC(=O)c3ccco3)ccc2N2CCCC2)cc1	-4%	i	3	22	-5	-0.71	-0.26	-0.34	-0.19	15*	32*	57*	3%	i	7	i	2.0	1037
COc1ccc(NC(=O)CN2CCCCC2)c([N+](=O)[O-])c1	-1%	·	·	8	4	-1.1	-0.15	-0.76	0.76	2.4	1.3	5.4	0%	i	12	i	-2.6	1092
Nc1c(S(=O)(=O)c2ccccc2)c2nc3ccccc3nc2n1/N=C/c1ccco1	-39%	i	44	2	5	0.04	-0.32	-0.12	0.6	4.4	2.5	3.3	14%	i	2	i	2.9	1415
COc1ccc(-c2nnc3ccc(SCC(=O)N4CCCCCC4)nn23)cc1OC	·	i	41	5	6	·	·	·	·	·	·	·	·	·	·	i	-1.0	1104
CC1=NN(C(=O)c2ccc(C)cc2)C(O)(C(F)(F)OC(F)(F)F)C1 (stereo unspecified)	7%	i	56	-12	-8	-0.65	-0.12	-0.8	-0.086	3.0	2.6	6.3	11%	i	-33	i	·	·
O=c1cc(CN2CCN(S(=O)(=O)/C=C/c3ccccc3)CC2)c2ccc(O)cc2o1	-72%	i	29	10	12	-0.022	-0.2	0.057	1.5	2.9	1.3	6.3	10%	i	10	i	-0.4	1185
O=C(Nc1ccc(Br)cc1)c1cccc(S(=O)(=O)Nc2cnc3ccccc3c2)c1	-3%	i	29	-23	-19	-0.72	-0.33	-0.8	1.2	1.2	2.8	3.3	4%	i	7	i	-1.0	948
Cc1cc2c(cc1C)CSC(c1ccccc1OC(=O)C(C)(C)C)SC2	-4%	i	40	64*	7.5*	-0.29	-0.25	0.036	0.6	1.2	1.2	19	0%	i	-12	i	·	·
CCn1c(SCC(=O)N/N=C/c2ccccc2OCC(=O)O)nnc1-c1ccc(C(C)(C)C)cc1	26%	i	35	·	·	-0.32	-0.21	-0.15	0.83	·	·	·	?	·	·	i	0.4	1271
CCCC(=O)Nc1ccc2c(c1)nc1n2CCOC1	-11%	i	19	4	18	-0.24	-0.11	0.14	0.41	2.6	3.8	9.2	1%	i	4	i	-1.7	1001
COc1ccc(S(=O)(=O)N2CCN(C3CCCCCCC3)CC2)cc1	10%&12%	i	38	16&14	30&6	-2.3&0.84	-0.25&-0.31	-0.89&-0.13	3.1&-0.56	6.0&4.2	1.4&1.5	1.1&0.7	6%&-5%	i	10&-15	i	3.7	1022
CCCOc1ccc(/C(O)=C2/C(=O)C(=O)N(c3cc(C)on3)C2c2ccc(C(=O)OC)cc2)cc1 (stereo unspecified)	28%	i	43	-12	-3	0.24	-0.15	0.54	-0.12	0.7	1.4	7.8	7%	i	-2	i	-0.7	1301
COc1ccc(NC(=O)CCSc2ccc3ccccc3n2)cc1	9%	i	29	-5	2	-0.42	-0.32	-0.45	0.4	2.2	2.9	10	8%	i	-8	i	-2.0	988
CN(C(=O)C1CCCN(S(=O)(=O)c2cccc([N+](=O)[O-])c2)C1)C1CCS(=O)(=O)C1 (stereo unspecified)	-2%	i	39	-10	2	0.042	-0.28	0.39	-0.53	4.1	2.3	6.5	-3%	i	-4	i	-1.7	1126
COc1ccc(-c2cc(C(F)(F)F)n3nc(C(=O)N4CCCCC4)cc3n2)cc1OC	-13%	i	27	10	8	-0.35	-0.14	-0.3	0.3	2.9	2.0	12	12%	i	0	i	-3.4	1000
O=C(O)/C(=C\c1ccc(Cl)cc1)c1ccc(F)cc1	10%	i	18	-5	-27	0.22	-0.34	0.27	0.53	3.6	1.9	1.2	-8%	i	5	i	-0.7	1080
O=C(O)CCC(=O)Nc1ccccc1C(=O)NCCc1ccccc1	-2%	i	30	-14	-19	0.2	-0.29	-0.37	-0.13	5.7	2.7	5.1	3%	i	1	i	-0.6	984
O=C(Nc1cc(C(F)(F)F)ccc1Cl)c1ccncc1	1%	i	18	-14	2	-0.22	-0.37	-0.46	0.46	3.0	2.7	7.2	-1%	i	-8	i	0.8	1065
CCOC(=O)c1cccc(N2C(N)=NC(N)=NC2(C)C)c1	-5%	i	2	-17	14	-0.044	-0.21	0.25	0.59	5.6	4.1	8.5	9%	i	14	i	-0.1	1433
O=C(Nc1c(-c2ccccc2)nc2ncccn12)c1cc2ccccc2oc1=O	-5%	i	50	14	-8	-0.9	-0.19	0.21	0.49	3.9	3.1	8.3	4%	i	3	·	5.6	531
CC(C)(C)C(=O)c1cn(CC(=O)NCc2ccc3c(c2)OCO3)c2ccccc12	6%	i	55	·	·	-0.76	-0.16	-0.6	0.35	2.7	2.3	5.9	1%	i	-38	i	-2.2	1050
CN(C)S(=O)(=O)c1cccc(NC(=O)COC(=O)CNC(=O)c2cccc([N+](=O)[O-])c2)c1	·	i	52	·	·	-0.83	-0.82	-0.67	0.62	·	·	·	·	·	·	i	-2.2	1345
Cc1ccc(NS(=O)(=O)c2ccc(C)c(NC(=O)COc3ccc4ccccc4c3)c2)c(C)c1	-3%	i	39	25	21	1.1	-0.15	1.1	-1.2	4.4	1.1	6.6	3%	i	15	i	0.7	1541
COC(=O)c1ccc(C(=O)OC)c(NS(=O)(=O)c2ccc(NC(C)=O)cc2)c1	-62%	i	32	-1	7	-0.43	-0.2	-0.0095	0.35	4.1	2.7	3.4	6%	i	-44	i	-0.7	989
Cn1ncc(Br)c1C(=O)N/N=C/c1ccc(OS(=O)(=O)c2ccccc2)cc1	-5%	i	16	-12	-12	-0.77	-0.29	-0.24	0.75	2.3	2.3	9.4	6%	i	-1	i	4.5	454
COC(=O)[C@@H]1CC[C@H](C)[C@@H](c2ccc(C)cc2)N1C(=O)c1ccc(/C=N/O[C@@H](C)c2cn([C@H](CO)Cc3ccccc3)nn2)cc1	2%	·	·	16	-4	-0.075	-0.31	0.26	0.72	4.8	3.0	15	-4%	i	7	·	·	·
